Source: PubChem (several laboratories)
RGS4 act: RGS4 potentiation or activation; 0.92% of 310,000 active; B-score at 10 µM; HEK293 M3R/inducible RGS4, carbachol calcium flux Fluo4; stronger effect = lower value;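 active means B-score of the integrated calcium signal more than 4 SD below the library mean, with starting fluorescence not abnormally high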;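 further: negative B-score means reduced calcium response which marks RGS4 activation or potentiation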
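System – HEK293 FlpIn-TREx cells, stable M3R, doxycycline-inducible RGS4 · Reagent – ECmax carbachol challenge · Times – compound preincubation 20 min at room temperature before agonist · Technique – Fluo4 fluorescence kinetic imaging of calcium · Measure – B score of integrated Fluo4 ratio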
KCNK9 inh: inhibitors of human KCNK9 two-pore domain potassium channel. HEK293 KCNK9, FluxOR thallium flux fluorescence; stronger effect = lower value. B-score at 10 µM. 1.2% of 310,000 active;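 active means ratio B-score over 3 SD below the library mean, with starting fluorescence within 5 SD of its mean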;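 further: negative B-score means less thallium flux so channel inhibition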
Target sequence (Q9NPC2 whole entry, looked up, the tested form may be a part): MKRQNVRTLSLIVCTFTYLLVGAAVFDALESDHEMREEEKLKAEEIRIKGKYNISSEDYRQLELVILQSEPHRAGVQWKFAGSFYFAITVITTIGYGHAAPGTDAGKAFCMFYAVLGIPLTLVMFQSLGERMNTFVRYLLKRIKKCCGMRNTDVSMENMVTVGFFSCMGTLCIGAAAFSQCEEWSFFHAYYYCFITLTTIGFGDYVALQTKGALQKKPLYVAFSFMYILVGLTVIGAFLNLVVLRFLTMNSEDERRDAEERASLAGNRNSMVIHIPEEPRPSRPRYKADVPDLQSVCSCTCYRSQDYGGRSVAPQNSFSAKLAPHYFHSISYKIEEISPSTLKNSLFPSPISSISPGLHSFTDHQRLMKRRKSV
hERG rescue: hERG (human) protection from proarrhythmic block | Q12809 | CHO-hERG, FluxOR thallium flux, dofetilide IC70 present | activation (rescue from dofetilide block), less the hit threshold, % at 10 µM | 0.51% of 310,000 active;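 active means activation above the mean of controls blocked by dofetilide plus 5 SD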;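 further: thallium influx through hERG after potassium depolarization seen as dye fluorescence rise; in these data hits start at about 4.7%; inactives centre near -7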
GSK3beta inhib: inhibitors of human GSK3beta kinase. P49841. GST-GSK3beta kinase, ADP-Glo luminescence, 60 min; stronger effect = lower value. activity score (negative = inhibition), % at 10 µM. 0.038% of 300,000 active. AID 2097;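 active means more than half of replicate wells score below -50%, meaning over 50% inhibition versus plate controls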;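 further: 0% = median DMSO wells and -100% = median GW8510 positive control wells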
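Test system: GST-tagged human GSK3beta kinase, cell-free; evaluation: activity score scaled between in-plate DMSO and GW8510 controls; measured by: ADP-Glo luminescence; incubation: 60 min reaction, RT; benchmarks: DMSO and 20 µM GW8510; reagent: peptide substrate plus 25 µM ATP (final); medium: Tris/MgCl2 kinase buffer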
KCNK3 block: human KCNK3 channel inhibition, primary screen | O14649 | CHO-KCNK3 thallium flux, FluxOR fluorescence; stronger effect = lower value | B-score at 10 µM | 0.84% of 340,000 active;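 active means B-score under library mean minus 4 SD, starting fluorescence ratio at most library mean plus 5 SD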;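 further: more negative B-score means stronger inhibition of thallium flux through KCNK3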
Target sequence (O14649 whole entry, looked up): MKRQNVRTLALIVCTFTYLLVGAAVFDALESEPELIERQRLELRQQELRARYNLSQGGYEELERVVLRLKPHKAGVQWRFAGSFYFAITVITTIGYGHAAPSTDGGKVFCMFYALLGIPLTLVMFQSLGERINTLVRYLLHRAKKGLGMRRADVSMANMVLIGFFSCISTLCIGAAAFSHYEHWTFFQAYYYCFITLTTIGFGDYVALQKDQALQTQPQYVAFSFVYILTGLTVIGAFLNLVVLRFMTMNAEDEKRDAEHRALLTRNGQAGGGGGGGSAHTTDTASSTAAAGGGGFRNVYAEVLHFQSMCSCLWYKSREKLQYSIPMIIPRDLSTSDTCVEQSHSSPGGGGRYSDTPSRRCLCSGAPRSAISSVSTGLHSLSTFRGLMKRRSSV
KCNQ1 act: potentiators or activators of human KCNQ1 potassium channel. AID 2648. B-score at 10 µM. CHO-K1 KCNQ1, thallium flux FluxOR fluorescence; stronger effect = higher value. 0.35% of 310,000 active;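 active means fluorescence ratio B-score, a plate-corrected score, at least three library SD, with initial intensity B-score within 5 SD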
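Material: CHO-K1 cells stably expressing KCNQ1. Medium: assay buffer for compound exposure, DMSO matched across wells. Reagent: K+/Tl+ depolarizing stimulus. Compound dosing: single-concentration screen. Times: 37 °C overnight plating, 90-min dark dye load, 20-min compound pretreatment. Technique: FluxOR Tl+ flux fluorescence.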
KCNQ1 block: human KCNQ1 channel inhibition; P51787; B-score at 10 µM; 1.3% of 310,000 active; CHO-K1 KCNQ1, FluxOR thallium flux fluorescence; stronger effect = higher value;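 active means compounds whose thallium flux B-score, printed positive for inhibition, exceeds three library SD while starting fluorescence stays within three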;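 further: channel opened by potassium depolarization with thallium stimulus after 20 min compound exposure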
GSK3A inh: blocks human GSK-3 alpha kinase | inhibition, % at 10 µM | ADP-Glo luminescence, 60 min | 0.1% of 320,000 active | P49840;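 in the data active means inhibition above about 50%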;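 further: GST-tagged GSK-3 alpha with peptide substrate and 25 µM ATP; 0% = DMSO neutral wells and 100% = GW8510 positive control wells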
PolyA inhibitor: yeast polyadenylation inhibition; S. cerevisiae SKY197-pL101 polyadenylation reporter, beta-gal luminescence; efflux-impaired pdr1/pdr3 knockout yeast; score 100 = 6 SD above DMSO; calls only at 12 µM; 0.02% of 300,000 active;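 active means lowest replicate activity score at least 50, where 100 means six control SD above control mean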;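 further: yeast exposed to compound for 9 h at 30 °C; higher score means more reporter readthrough which indicates perturbed polyadenylation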
RGS4 block: human RGS4 inhibition; P49798; HEK293 M3R/RGS4 inducible, Fluo-4 calcium flux; stronger effect = higher value; triggered by carbachol at its EC20; B-score at 10 µM; 0.45% of 310,000 active; AID 463165;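 active means B-score, a plate-corrected calcium signal, over three deviations above library mean, with baseline fluorescence within five deviations of library mean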;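 further: RGS4 expression induced by doxycycline in cells with stable M3 receptor; B-score is computed from the integrated fluorescence ratio over baseline after carbachol; higher B-score means a larger calcium signal and so more RGS4 inhibition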
Target sequence (P49798 whole entry, looked up): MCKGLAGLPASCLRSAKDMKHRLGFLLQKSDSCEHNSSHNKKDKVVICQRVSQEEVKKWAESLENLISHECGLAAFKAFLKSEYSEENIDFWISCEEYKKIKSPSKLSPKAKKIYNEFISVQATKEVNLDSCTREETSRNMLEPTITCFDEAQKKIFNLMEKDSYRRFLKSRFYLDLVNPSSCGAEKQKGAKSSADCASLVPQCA
DYRK1A inh: inhibitors of rat Dyrk1A kinase; 0.43% of 310,000 active; inhibition, % at 12.5 µM; Q63470; ADP-Glo luminescence, NFATc1 peptide; in the data active means inhibition above about 50%;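 further: plate controls were vehicle with enzyme for no effect and no enzyme for full effect; many of its hits are not listed in these tables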
Numbers without * were called inactive; i = inactive; x = no result given. These rows are one share of the data (hit frequency here may not be typical).

Values run as follows: RGS4 act	KCNK9 inh	hERG rescue	GSK3beta inhib	KCNK3 block	KCNQ1 act	KCNQ1 block	GSK3A inh	PolyA inhibitor	RGS4 block	DYRK1A inh
#1 O=C(/C=C/c1cccc(F)c1)OCC(=O)N1CCCc2ccccc21
  i	i	-15.0	2.0	i	i	i	-1.8	i	i	2.6
#2 C/C(=N\O)c1c(C)c2ccccc2n1C
  i	i	-22.4	3.9	i	i	i	-0.4	i	i	-4.3
#3 Oc1ccccc1Nc1nc(NCC2CCCO2)c2ccccc2n1 (configuration not stated)
  i	i	-14.1	-1.6	i	i	i	1.9	i	i	9.7
#4 COc1ccc(S(=O)(=O)NCCSc2ccc(Cl)cc2)cc1OC
  i	i	-10.2	1.4	i	i	i	-2.7	i	i	4.7
#5 COc1ccccc1NS(=O)(=O)c1cccc2nsnc12
  i	i	-6.8	0.3	i	i	i	-3.4	i	i	-4.7
#6 Cc1ccc(N2/C(=N/c3nc(C)cc(C)n3)NC(=O)CC2C(=O)O)cc1 (configuration not stated)
  i	i	-10.1	4.1	i	i	i	-4.0	i	i	-8.3
#7 Cc1cc(C)c(NC(=O)c2oc3ccccc3c2COc2ccccc2)c(C)c1
  i	i	-13.6	3.1	i	i	10*	0.4	i	i	-7.9
#8 C/C(=N\NC(=S)NCc1ccccc1)c1ccc(Cl)cc1
  i	i	-7.3	0.0	i	i	i	0.0	i	i	3.8
#9 Cc1ccc(OCC(=O)N(C)CC(=O)Nc2cccc(F)c2)cc1
  i	i	-6.7	-0.9	i	i	i	-3.0	i	i	-8.0
#10 FC(F)(F)c1ccccc1CN1CCCC(N2CCN(c3ccccc3)CC2)C1 (configuration not stated)
  i	i	-4.1	2.8	i	i	i	6.8	i	i	-0.7
#11 CCCN1C(=O)C2(C(C(=O)c3ccc(C)o3)=C(O)C(=O)N2CCCOC)c2ccccc21 (configuration not stated)
  i	i	-8.7	2.4	i	i	i	-0.2	i	i	-2.9
#12 COCC(=O)Nc1ccc(C(=O)Nc2ccccc2Cl)cc1
  i	i	-8.1	-1.0	x	i	i	-2.5	i	i	x
#13 Cc1ccc(/C=N/NC(=O)c2nnn(-c3nonc3N)c2CSc2ccccc2)cc1
  i	i	-8.1	-2.6	i	i	i	-2.6	i	i	0.0
#14 CNC(=O)CN(c1cccc2ccccc12)S(C)(=O)=O
  i	i	7.0*	-1.5	i	i	i	0.3	i	i	-2.2
#15 CCN(CC)S(=O)(=O)c1ccc(N2CCCC2)c(NS(=O)(=O)c2ccc([N+](=O)[O-])cc2)c1
  i	i	-7.1	-3.0	i	i	i	-2.0	i	i	-8.8
#16 COc1cc([C@@H]2[C@H]3CNCC=C3C(C#N)=C(N)C2(C#N)C#N)ccc1OC(C)C
  i	i	-8.5	-4.2	i	i	i	3.6	i	i	-2.2
#17 CCCCc1cc(=O)oc2cc(OC(C)C(=O)NCc3ccccn3)c(Cl)cc12 (configuration not stated)
  i	i	-8.2	2.4	i	i	i	-1.9	i	i	x
#18 CC(C)N1CCN(C2CSCCSC2)CC1CCO (configuration not stated)
  i	i	-12.8	-1.4	i	i	i	-3.6	i	i	3.9
#19 COc1cccc(NC(=O)Cc2csc(NC(=O)Nc3ccccc3OC)n2)c1
  i	i	-13.6	2.0	i	i	i	-0.5	i	i	1.9
#20 Cc1cccn2c(=O)nc(SCC(=O)N3CCN(c4ccccc4)CC3)nc12
  i	i	-5.5	-4.5	i	i	i	-3.8	i	i	-1.2
#21 CC1=CS(=O)(=O)CC1Sc1nc(C)n[nH]1 (configuration not stated)
  i	i	-1.0	0.3	i	i	i	-0.3	i	i	0.7
#22 COc1ccc(-n2nc(C(=O)NCC(=O)NC3CCCCC3)c3ccccc3c2=O)cc1
  i	i	-5.5	1.7	i	i	i	-0.6	i	i	1.4
#23 CCOc1ccc2nnc(-c3ccc(Br)cc3)n2n1
  i	i	-8.4	0.8	i	i	i	-1.1	i	i	7.0
#24 CCOC(=O)N1CCN(c2nc(C(F)(F)F)nc3c(C)cc(C)cc23)CC1
  i	i	-13.2	-0.9	i	i	i	-2.7	i	i	4.2
#25 O=C(NNC(=O)C1CC1c1ccccc1)c1ccccc1F (configuration not stated)
  i	i	-1.9	2.0	i	i	i	-1.2	i	i	-5.8
#26 O=C(COc1cccc(NC(=O)c2ccccc2)c1)c1ccccc1
  i	i	1.0	-0.7	i	i	i	2.0	i	i	-1.3
#27 CC1CCc2c(sc(NS(=O)(=O)c3ccccc3)c2C(=O)OC(C)C)C1 (configuration not stated)
  i	i	4.4	x	i	26*	i	-0.5	i	i	-2.9
#28 O=C(N/N=C/c1ccccc1F)c1ccccc1OCc1ccccc1
  i	i	-9.3	1.8	i	i	i	0.2	i	i	6.7
#29 CN(C)CCCN1CC(C(=O)O)CC1=O (configuration not stated)
  i	i	-3.1	-2.3	i	i	i	-1.5	i	i	1.7
#30 Cc1ccc(C2=NN(C(=O)c3cccs3)C(c3ccccc3O)C2)cc1 (configuration not stated)
  i	i	-5.4	1.2	i	i	i	0.5	i	i	-6.0
#31 O=C(Cn1ccc(C(F)(F)F)n1)Nc1cccc(S(=O)(=O)N2CCCCC2)c1
  i	i	-6.6	-1.1	i	i	i	-2.3	i	i	1.1
#32 Cc1ccccc1NC(=O)c1ccccc1-c1ccccc1
  i	i	-3.1	-2.5	i	i	i	-4.9	i	i	-1.6
#33 OCCC1CN(Cc2cccc3nonc23)CCN1Cc1ccsc1 (configuration not stated)
  i	i	-7.9	-1.3	i	i	i	-2.4	i	i	4.8
#34 CC(=O)Nc1ccc(NS(=O)(=O)c2cc([N+](=O)[O-])ccc2C)cc1
  i	i	-5.0	-2.7	i	i	i	-0.6	i	i	3.1
#35 Nc1ccccc1SC(C[N+](=O)[O-])c1ccccc1 (configuration not stated)
  i	i	-16.5	0.9	i	i	i	-0.2	i	7*	1.3
#36 COc1ccc(C(=O)Cn2c(C(=O)/C=C/c3ccccc3)nc3ccccc32)cc1
  i	i	-6.8	5.1	i	i	i	0.5	i	i	4.1
#37 COc1cccc(C2CC(c3cccc(OC)c3)n3nc(N)nc3N2)c1 (configuration not stated)
  i	i	-6.2	-1.3	i	i	i	x	i	i	10.8
#38 CCc1ccccc1Nc1nc(N)nc(CSCC(=O)Nc2ccc(C)c(C)c2)n1
  i	i	-9.6	1.1	i	i	i	x	i	i	3.7
#39 CCCCCC(=O)Nc1cccc2ccccc12
  i	i	-4.6	-2.7	i	i	i	-2.5	i	i	2.3
#40 CCC(=O)Nc1cc(=O)[nH]c2nc(-c3ccc(Cl)cc3)nn12
  i	i	-3.1	-2.3	i	i	i	-3.0	i	i	-1.9
#41 COCCCNc1nc2ccccc2nc1NS(=O)(=O)c1ccc(OC)cc1
  i	i	-8.3	1.3	i	i	i	-3.9	i	i	-5.5
#42 COc1ccc(C(=O)NCCn2cc(SCC(=O)Nc3cc(C)on3)c3ccccc32)cc1OC
  i	i	-9.7	-1.8	i	i	i	1.7	i	i	-2.1
#43 COc1ccccc1NC(=O)Cn1cnc2c(oc3nc4c(cc32)CCCC4)c1=O
  i	i	-5.2	2.8	i	i	i	0.5	i	i	-0.5
#44 COCCNC(=O)[C@H]1N2C(=O)c3c(ccc(OC)c3OC)C2SC1(C)C (some centres not stated)
  i	i	1.1	-0.7	i	i	i	-1.2	i	i	-0.4
#45 O=C(Cc1ncc(C(F)(F)F)cc1Cl)N1CCN(c2ccccn2)CC1
  i	i	-10.1	0.0	i	i	i	5.0	i	i	-1.8
#46 COc1ccc2oc(=O)c(C(=O)Nc3cccc(C(C)=O)c3)cc2c1
  i	i	-9.4	1.2	i	i	i	-3.1	i	i	x
#47 Cc1ccc(-c2sc(-c3ccccc3)nc2CC(=O)Nc2ccccc2F)cc1
  i	i	-14.1	-0.7	i	i	i	-4.3	i	i	-1.3
#48 COc1ccc(C(=O)NCCCc2ccccc2)cc1
  i	i	-8.6	-0.6	i	i	i	0.1	i	i	x
#49 NS(=O)(=O)c1cccc(NC(=O)c2cncc(Br)c2)c1
  i	i	-12.3	-0.5	i	i	i	3.3	i	i	20.4
#50 COc1ccc(Br)cc1C(=O)Nc1ccc(C(=O)NCC(C)C)cc1
  i	i	-7.9	1.1	i	i	i	8.8	i	i	-7.7

(cont.)
Values run as follows: RGS4 act	KCNK9 inh	hERG rescue	GSK3beta inhib	KCNK3 block	KCNQ1 act	KCNQ1 block	GSK3A inh	PolyA inhibitor	RGS4 block	DYRK1A inh
#51 CCCOc1ccc(/C=C/C(=O)Nc2ccc([N+](=O)[O-])cc2)cc1
  i	i	-15.6	-1.1	i	i	7*	-1.6	i	i	3.2
#52 COc1ccc(-c2[nH]ncc2CN2CCCO2)c(F)c1
  i	i	-10.5	2.4	i	i	i	0.1	i	i	-0.6
#53 Cc1csc2nc(CNC(=O)c3ccco3)cn12
  i	i	0.5	3.2	i	i	i	16.2	i	i	7.4
#54 COc1ccc(C)cc1NC(=O)c1ccc(S(=O)(=O)N2CCCCC2)cc1
  i	i	-12.9	x	-9.65*	i	i	-1.8	i	i	6.0
#55 CC(=O)Nc1sc(C)c(C)c1C(=O)OC(C)C
  i	i	-7.1	-2.9	i	i	i	1.7	i	i	-2.0
#56 O=C(Cn1ncc2c(=O)oc3ccccc3c21)N(Cc1ccco1)C1CCCCC1
  i	i	-6.5	-2.8	i	i	i	6.8	i	i	3.9
#57 COc1ccc(CNC(=O)N[C@@H](CC(C)C)C(=O)O)cc1OC
  i	i	-9.7	-1.2	i	i	i	-3.7	i	i	-9.7
#58 Cc1nn(C)cc1C(C(=O)NC1CCCCC1)N(Cc1ccc(F)cc1)C(=O)c1cnccn1 (configuration not stated)
  i	i	-1.8	-11.5	i	i	i	-2.6	i	i	1.2
#59 O=C(c1ccc2oc(Cc3ccc(Cl)cc3)nc2c1)N1CCCCC1CCO (configuration not stated)
  i	i	-6.5	2.6	i	i	i	1.2	i	i	-1.2
#60 CC(C)C[C@H](NC(=O)c1nc[nH]c1C(=O)NC1CCNCC1)C(=O)OC(C)(C)C
  i	i	1.4	-1.1	i	i	i	12.5	i	i	-9.7
